procasp3 activ – activators of human procaspase-3; P42574; recombinant procaspase-3 D3A, Ac-DEVD-pNA absorbance 405 nm; activation, % at 8.5 µM; 0.11% of 330,000 active; AID 463141;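 active = activation above the mean of all tested compounds plus 3 SD, cut at about 21% in these data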;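 also: 0% = DMSO alone and 100% = DMSO wells spiked with extra 5 µM PC-3 D3A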
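Technique: 405 nm absorbance of p-nitroaniline, reads at 0 and 120 min; Test system: Procaspase-3 D3A mutant; Incubation: 1 h enzyme-compound preincubation, then 2 h substrate reaction, 25 °C; Repeats: singlicate, each compound tested once; Benchmarks: low control DMSO wells, high control DMSO plus 5 µM PC-3 D3A.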
proCasp7 act – counter-screen for procaspase-3 activators: activators of human procaspase-7 | P55210 | recombinant procaspase-7, Ac-DEVD-pNA absorbance 405 nm; D23A/D198A/D206A triple mutant, cannot self-cleave; scale: DMSO 0, 5 µM enzyme 100 | activation, % at 8.5 µM | 0.093% of 330,000 active | AID 463210;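 active = percent activation above the screen-wide mean plus 3 SD, cut at about 25% in these data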
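Detection: p-Nitroaniline absorbance at 405 nm, read at 0 and 120 min; system: Uncleavable procaspase-7 mutant enzyme; evaluation: % activation from two-timepoint absorbance difference, scaled to controls; times: 1 h enzyme–compound preincubation and 2 h substrate reaction, both 25 °C; buffer or medium: Zinc-free HEPES pH 7.4 with 300 mM NaCl, 0.01% Triton X-100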
LAP4-GFP MLPCN – modulators of TOR pathway LAP4-GFP in S. cerevisiae; S. cerevisiae LAP4-GFP multiplex, flow cytometry GFP, 3 h; median GFP as percent of DMSO wells; GFP response vs DMSO, % at 10 µM; 0.34% of 320,000 active; AID 2023;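 active = GFP response vs DMSO above a set limit, about the screen mean plus 3 SD, cut at about 150% in these data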
AHR activator – activators of human aryl hydrocarbon receptor; P35869; AHR-responsive luciferase reporter cells, luminescence; activation, % at 5 µM; 2.5% of 320,000 active; AID 2796; in the data active = activation above about 47%;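 also: 0% = vehicle wells and 100% = reference agonist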
MEP2 TOR yeast – alters MEP2-GFP fluorescence in TOR pathway yeast screen; S. cerevisiae MEP2-GFP strain, flow cytometry GFP, 3 h; 100% = DMSO control level; GFP response vs DMSO, % at 10 µM; 0.51% of 330,000 active; AID 2016;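 active = GFP response versus DMSO above a set limit, roughly screen mean plus 3 SD, cut at about 180% in these data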;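 also: median GFP fluorescence of the barcode-gated MEP2-GFP cells per well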
EBNA-1 inhibitor – blocks EBNA-1 binding to DNA; EBNA-1 DNA binding, fluorescence polarization; inhibition, % at 14.8 µM; 0.34% of 300,000 active; in the data active = inhibition above about 28%
RPL19A-GFP yeast – yeast TOR pathway RPL19A-GFP modulation; percent response vs DMSO, % at 10 µM; 0.3% of 330,000 active; S. cerevisiae RPL19A-GFP strain, flow cytometry, 3 h; stronger effect = lower value;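 active = percent response vs DMSO below 50%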;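 also: median channel GFP fluorescence of the barcoded RPL19A-GFP strain; ratio of sample median GFP to plate DMSO average so 100% = DMSO; lower means less RPL19A-GFP as with rapamycin TOR inhibition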
ZTA DNA inh – ZTA (EBV) inhibition in EBNA-1 counter-screen; ZTA-DNA binding, fluorescence polarization; inhibition, % at 11 µM; 0.15% of 320,000 active; P03206; in the data active = inhibition above about 33%
An asterisk follows results filed as active; · = no result given. This is a random part of the collection; any-hit rate near 3.8%.

The first twelve records (preview)
[1] NS(=O)(=O)c1ccc(CCNC(=O)CN2CCC(Cc3ccccc3)CC2)cc1
[2] O=Cc1cn[nH]c1-c1ccccc1
[3] CCN(CC)c1ccc(/C=N/NC(=O)c2ccc3nc[nH]c3c2)cc1
[4] CC(=O)Nc1ccc(NC(=O)CCN2C(=O)C3CC=CCC3C2=O)cc1 (stereo not given)
[5] O=C(Cc1ccccc1)NNC(=S)NC(=O)c1cccs1
[6] O=C(Nc1ccc(F)cc1)C1CCN(C(=O)c2ccc([N+](=O)[O-])cc2)CC1
[7] Cc1cc(=O)[nH]c(SCC(=O)c2c(N)n(C)c(=O)n(C)c2=O)n1
[8] O=C(NC1CCC(O)CC1)C1CCN(S(=O)(=O)c2c(Cl)cccc2Cl)CC1 (stereo not given)
[9] CC1(C)CC(O)C(C)(C)N1O (stereo not given)
[10] Cc1ccc(C)c(NC(=O)CN2C(=O)NC(C)(c3ccc4c(c3)OCCO4)C2=O)c1 (stereo not given)
assay / entry	1	2	3	4	5	6	7	8	9	10
proCasp7 act	13	3	-1	11	-3	5	2	1	5	5
RPL19A-GFP yeast	94	94	99	96	106	96	100	99	108	96
AHR activator	1	4	13	0	7	-2	3	2	3	1
LAP4-GFP MLPCN	97	94	108	101	126	90	93	96	102	90
ZTA DNA inh	-4	14	20	-5	-9	-13	-3	4	-10	-10
MEP2 TOR yeast	96	93	103	94	112	100	96	97	100	92
procasp3 activ	3	6	-10	-3	-5	3	-1	6	1	2
EBNA-1 inhibitor	6	3	7	·	0	-8	1	·	-13	·

[11] CSCCCN1CCCC(CO)(Cc2ccc(F)cc2)C1 (stereo not given)
[12] CC(C)(C)c1ccc(C(=O)N2CCCC2c2cccs2)cc1 (stereo not given)
assay / entry	11	12
proCasp7 act	0	7
RPL19A-GFP yeast	103	100
AHR activator	5	3
LAP4-GFP MLPCN	90	110
ZTA DNA inh	21	9
MEP2 TOR yeast	99	104
procasp3 activ	-3	-5
EBNA-1 inhibitor	8	5

All compounds of this part (from the top)
[1] NS(=O)(=O)c1ccc(CCNC(=O)CN2CCC(Cc3ccccc3)CC2)cc1
[2] O=Cc1cn[nH]c1-c1ccccc1
[3] CCN(CC)c1ccc(/C=N/NC(=O)c2ccc3nc[nH]c3c2)cc1
[4] CC(=O)Nc1ccc(NC(=O)CCN2C(=O)C3CC=CCC3C2=O)cc1 (stereo not given)
[5] O=C(Cc1ccccc1)NNC(=S)NC(=O)c1cccs1
[6] O=C(Nc1ccc(F)cc1)C1CCN(C(=O)c2ccc([N+](=O)[O-])cc2)CC1
[7] Cc1cc(=O)[nH]c(SCC(=O)c2c(N)n(C)c(=O)n(C)c2=O)n1
[8] O=C(NC1CCC(O)CC1)C1CCN(S(=O)(=O)c2c(Cl)cccc2Cl)CC1 (stereo not given)
assay / entry	1	2	3	4	5	6	7	8
proCasp7 act	13	3	-1	11	-3	5	2	1
RPL19A-GFP yeast	94	94	99	96	106	96	100	99
AHR activator	1	4	13	0	7	-2	3	2
LAP4-GFP MLPCN	97	94	108	101	126	90	93	96
ZTA DNA inh	-4	14	20	-5	-9	-13	-3	4
MEP2 TOR yeast	96	93	103	94	112	100	96	97
procasp3 activ	3	6	-10	-3	-5	3	-1	6
EBNA-1 inhibitor	6	3	7	·	0	-8	1	·

[9] CC1(C)CC(O)C(C)(C)N1O (stereo not given)
[10] Cc1ccc(C)c(NC(=O)CN2C(=O)NC(C)(c3ccc4c(c3)OCCO4)C2=O)c1 (stereo not given)
[11] CSCCCN1CCCC(CO)(Cc2ccc(F)cc2)C1 (stereo not given)
[12] CC(C)(C)c1ccc(C(=O)N2CCCC2c2cccs2)cc1 (stereo not given)
[13] COC(=O)c1cc2ccsc2n1CC(=O)N(C)c1ccccc1
[14] CCCC(C)c1nc(C(N)=O)c2[nH]c(=O)n(-c3ccc(OC)c(OC)c3)c2n1 (stereo not given)
[15] COc1ccc(CN2CCN(C(=O)c3c(-c4ccccc4)noc3C)CC2)cc1F
[16] COc1ccc(NC(=O)c2cc(-c3ccccn3)nc3ccccc23)c(OC)c1
assay / entry	9	10	11	12	13	14	15	16
proCasp7 act	5	5	0	7	3	6	2	5
RPL19A-GFP yeast	108	96	103	100	94	100	96	104
AHR activator	3	1	5	3	-1	9	-1	9
LAP4-GFP MLPCN	102	90	90	110	94	113	101	96
ZTA DNA inh	-10	-10	21	9	8	-2	2	·
MEP2 TOR yeast	100	92	99	104	96	104	90	111
procasp3 activ	1	2	-3	-5	-3	5	2	6
EBNA-1 inhibitor	-13	·	8	5	9	-12	·	·

[17] Cc1ccc(S(=O)(=O)Nc2nc(N)n(-c3ccccc3)n2)cc1
[18] CCOC(=O)Cc1csc(N/N=C/c2cccc([N+](=O)[O-])c2)n1
[19] Cc1ccc(-n2c(=O)cc(N3CCCCCC3)[nH]c2=O)cc1
[20] NC12CC3CC(CC(C3)C1)C2
[21] O=C(CCNC(=O)c1ccccc1Cl)NN=Cc1ccccc1[N+](=O)[O-]
[22] O=C(CN1C(=O)COc2ccc(S(=O)(=O)N3CCCCCC3)cc21)NCc1ccc(F)cc1
[23] COc1ccc(C2c3cc(OC)c(OC)cc3CCN2C2CC(=O)N(c3ccccc3)C2=O)cc1OC (stereo not given)
[24] O=C1NC(c2ccccc2O)Nc2ccccc21 (stereo not given)
assay / entry	17	18	19	20	21	22	23	24
proCasp7 act	4	6	-5	-1	2	-3	1	13
RPL19A-GFP yeast	98	103	102	99	93	97	96	100
AHR activator	1	-6	7	-3	0	-1	0	37
LAP4-GFP MLPCN	96	89	103	106	100	102	94	82
ZTA DNA inh	-5	4	7	-12	·	-6	4	18
MEP2 TOR yeast	102	107	103	99	107	94	100	96
procasp3 activ	6	4	-2	3	5	12	-13	-3
EBNA-1 inhibitor	8	-9	8	-15	·	-3	-12	-4

[25] CC(NC(=O)COc1ccc([N+](=O)[O-])cc1)c1ccccc1 (stereo not given)
[26] N#Cc1nccnc1S(=O)(=O)c1cccs1
[27] Cc1ccc2c(Cl)cc(Cl)c(OCC(=O)O)c2n1
[28] CCOC(=O)C1=C(C)NC(C)=C(C(=O)OCC)C1C(=O)O
[29] CC(C)CCN1CCNC(=O)C1CC(=O)NCCCN1CCOCC1 (stereo not given)
[30] Cn1c(CO)cnc1-c1ccccc1
[31] CCOC(=O)C1CCN(S(=O)(=O)c2ccc(Cl)s2)CC1
[32] CCc1nnc(NC(=O)C2CCCN2C(=O)Nc2ccc(C)cc2)s1 (stereo not given)
assay / entry	25	26	27	28	29	30	31	32
proCasp7 act	11	-29	3	4	3	-3	-4	4
RPL19A-GFP yeast	101	67	98	100	98	98	99	103
AHR activator	7	10	3	2	-3	1	-1	-1
LAP4-GFP MLPCN	100	251*	96	102	98	94	108	98
ZTA DNA inh	-12	-7	15	-3	-5	5	-1	3
MEP2 TOR yeast	99	77	99	101	102	100	98	104
procasp3 activ	1	-14	10	8	1	-3	-5	-2
EBNA-1 inhibitor	5	-10	2	-2	-7	7	3	0

[33] Nc1nc2ccccc2n1/N=C/c1ccc([N+](=O)[O-])s1
[34] CCCCSc1nnc(-c2ccc(OC)cc2)n1C
[35] NC1=NC(c2cccc(O)c2)n2c(nc3ccccc32)N1 (stereo not given)
[36] Clc1nc(-c2n[nH]nc2Cl)n[nH]1
[37] O=C(c1ccc(Cl)c(Cl)c1)c1cc(-c2ccccn2)c(N2CCOCC2)s1
[38] Cc1ccccc1-c1nnc(SCC(=O)Nc2cccc(C)c2C)o1
[39] COc1ccc(C(=O)C2CCCN(C(=O)c3ccc(F)cc3)C2)cc1OC (stereo not given)
[40] COC(=O)c1c(NC(=S)NN2CCN(C)CC2)sc2c1CCC(C)C2 (stereo not given)
assay / entry	33	34	35	36	37	38	39	40
proCasp7 act	-24	-16	-2	-9	-16	-3	4	3
RPL19A-GFP yeast	104	99	95	101	97	98	104	106
AHR activator	128*	12	-1	0	5	-5	2	1
LAP4-GFP MLPCN	117	96	91	101	96	96	87	108
ZTA DNA inh	-28	9	0	-4	15	7	7	1
MEP2 TOR yeast	112	100	98	107	93	92	100	103
procasp3 activ	-20	4	5	9	-25	-4	3	-12
EBNA-1 inhibitor	-9	6	3	2	11	4	9	-1

[41] COc1ccc(NC(=O)Cn2cnc3ccccc3c2=O)cc1OC
[42] C=CCn1c(-c2cc(OC)c(OC)c(OC)c2)n[nH]c1=S
[43] Cc1[nH]c2ccccc2c1CN1CCN(c2ccccn2)CC1
[44] CSc1ccccc1NC(=O)c1cc(-c2ccco2)on1
[45] COc1ccccc1OCCOc1ccc(/C=C2/C(=N)N3OC(C)=CC3=NC2=O)cc1OC
[46] COc1ccc2[nH]cc(C(=O)CNc3nc(C)cs3)c2c1
[47] Clc1ccc(N=c2ssnc2Cl)cc1
[48] CCCCn1c(N)c(N(CCOC)C(=O)c2ccc(-c3ccc(C(C)=O)cc3)o2)c(=O)[nH]c1=O
assay / entry	41	42	43	44	45	46	47	48
proCasp7 act	3	-6	2	7	0	1	-33	-2
RPL19A-GFP yeast	91	101	101	102	98	94	86	100
AHR activator	1	1	4	-3	0	41	59*	10
LAP4-GFP MLPCN	93	104	103	104	98	·	156*	110
ZTA DNA inh	-1	0	7	-2	-24	-12	5	-17
MEP2 TOR yeast	94	105	104	107	99	121	88	105
procasp3 activ	0	-12	-7	10	1	-4	-25	6
EBNA-1 inhibitor	-5	-2	2	0	1	5	0	-8

[49] O=C(NNC(=O)C1CC=CCC1C(=O)O)c1ccc(Cl)cc1 (stereo not given)
[50] Cc1ccc(C(=O)NCCC(=O)Nc2ccccc2C)cc1
[51] O=C1C(c2ccncc2)N(CCC2=CCCCC2)C(=O)CN1C1CCCCC1 (stereo not given)
[52] O=C(Nc1cccnc1)c1ccco1
[53] CCOC(=O)c1c(-n2cnnn2)sc(C)c1C
[54] COc1ccc(Nc2nc(N)nc(CSC(=S)N3CCN(C)CC3)n2)cc1
[55] COc1cccc(Nc2cc(N3CCOCC3)c3nonc3c2[N+](=O)[O-])c1
[56] CC(=O)c1c(C(C)=O)c(C)n(NC(=O)c2ccncc2)c1C
assay / entry	49	50	51	52	53	54	55	56
proCasp7 act	-3	-16	12	-4	0	0	12	13
RPL19A-GFP yeast	102	103	98	96	106	103	97	104
AHR activator	3	6	13	0	0	17	2	-1
LAP4-GFP MLPCN	106	99	99	101	110	89	95	116
ZTA DNA inh	7	3	14	-2	8	-22	10	7
MEP2 TOR yeast	101	106	100	95	97	113	98	114
procasp3 activ	-4	1	7	-2	0	-1	6	-11
EBNA-1 inhibitor	5	-17	8	-13	0	12	6	4

[57] Cc1nc(CNC(=O)C2CCC(=O)N(Cc3cccc(F)c3)C2)sc1C (stereo not given)
[58] CCn1nc(C)c(/C=N/NC(=S)Nc2ccc(Cl)cc2Cl)c1C
[59] COc1ccc(-n2nnc3c(SCC(=O)NCC4CCCO4)ncnc32)cc1 (stereo not given)
[60] CCC(C)NC(=O)CCc1nnc2ccc(N3CCC(C)CC3)nn12 (stereo not given)
[61] CC1CCN(C(=O)COC(=O)c2ccc(Cl)nc2)CC1
[62] COc1ccc(C#Cc2c(-c3ccsc3)oc3ccc(N4CCOCC4)cc23)cc1
[63] CCOc1ccc(C(C)NC(=S)NC2CCCCC2)cc1OCC (stereo not given)
[64] CCN(C(=O)C1CC1)C1CCS(=O)(=O)C1 (stereo not given)
assay / entry	57	58	59	60	61	62	63	64
proCasp7 act	-8	-7	-3	-4	14	-8	-3	0
RPL19A-GFP yeast	102	101	100	104	97	100	100	102
AHR activator	2	53*	-4	3	-1	70*	0	2
LAP4-GFP MLPCN	92	92	101	95	100	103	99	95
ZTA DNA inh	9	19	-14	-10	·	-17	-15	-11
MEP2 TOR yeast	101	98	105	107	104	91	98	104
procasp3 activ	1	7	1	-1	-3	-5	5	-4
EBNA-1 inhibitor	-1	8	-3	-3	·	4	-1	-16
